Shn3 inh set2: inhibitors of Schnurri-3 3'UTR reporter in osteoblasts. Clone20 osteoblast Shn3 3'UTR firefly luciferase, 24 h. 360,000 compounds, 0.52% hits. AID 588674. inhibition, % at 12.5 µM;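 active means mean inhibition of at least 75% with every replicate also reaching 75%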;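 further: 0% = median of neutral control wells and 100% = pilot-screen positive control compound; some compounds past the cut are filed as inactive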
KKLEB tox: reduces viability of KKLEB cystic fibrosis airway cells; KKLEB CF airway cells viability, ATPlite luminescence, overnight; active compounds read low; cells stimulated with P. aeruginosa culture filtrate; AID 602141; 360,000 compounds, 0.36% hits; activity change (cytotoxicity), % at 5 µM;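 active means corrected activity change at or below -50% at 5 µM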
NR2E3 ag-1: human photoreceptor-specific nuclear receptor agonism; Q9Y5X4; CHO-S Gal4-NCOR/VP16-NR2E3 two-hybrid, luciferase; inhibition of corepressor binding, % at 3.98 µM; 360,000 compounds, 0.35% hits; AID 602229;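 active means inhibition above the mean of all tested compounds plus 3 SD, cut at about 70% in these data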;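 further: 0% = DMSO with NR2E3 transfected cells and 100% = cells lacking NR2E3 construct; higher means lower luciferase signal from less NR2E3 corepressor binding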
Target sequence (Q9Y5X4 whole entry, looked up, the tested form may be a part): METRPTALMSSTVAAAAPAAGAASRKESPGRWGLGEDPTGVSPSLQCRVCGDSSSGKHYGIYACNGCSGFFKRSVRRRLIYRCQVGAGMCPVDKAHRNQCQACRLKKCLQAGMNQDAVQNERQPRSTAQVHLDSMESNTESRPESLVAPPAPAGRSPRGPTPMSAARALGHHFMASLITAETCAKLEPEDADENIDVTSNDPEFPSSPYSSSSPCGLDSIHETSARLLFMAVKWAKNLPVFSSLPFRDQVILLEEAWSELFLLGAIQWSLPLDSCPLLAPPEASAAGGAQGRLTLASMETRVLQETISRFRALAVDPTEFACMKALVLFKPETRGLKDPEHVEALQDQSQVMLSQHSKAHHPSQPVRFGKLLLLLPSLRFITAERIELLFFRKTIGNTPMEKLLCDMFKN
TWEAK-Fn14 inh: TWEAK-Fn14 signaling inhibition; TWEAK-stimulated Fn14 reporter cells, luciferase luminescence, 8 h; inhibition, % at 10 µM; 360,000 compounds, 2% hits; AID 1159606; in the data active means inhibition above about 50%
Peg3 prom inh: reduces Peg3 promoter-driven luciferase expression in HeLa; HeLa PEG-Prom luciferase reporter, luminescence, overnight; inhibition, % at 20 µM; 360,000 compounds, 1.7% hits; AID 588405;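 active means inhibition of at least 50% at 20 µM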
CF NFkB block: cystic fibrosis NF-kB activation inhibition. inhibition, % at 5 µM. 360,000 compounds, 0.86% hits. AID 588850. KKLEB NF-kB-GFP reporter, PAF-induced, GFP fluorescence overnight;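 active means at least 50% inhibition at 5 µM, scaled per plate between neutral and stimulator controls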;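 further: PAF is a Pseudomonas aeruginosa culture filtrate used as stimulus; plate controls were PAF-stimulated DMSO wells for no effect and unstimulated DMSO wells for full effect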
iPSC survival up: enhancers of human iPSC single-cell survival | hiPSC single-cell survival, ATPlite luminescence; 100% = ROCK inhibitor wells, 0% = DMSO | survival enhancement, % at 20 µM | 360,000 compounds, 0.044% hits; in the data active means survival enhancement above about 18%;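 further: cells exposed to compounds for 16 hours before the ATP read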
HIF-2a block: inhibitors of HIF-2a. 786-0 RCC cells HIF-2a reporter, luciferase luminescence, overnight. inhibition, % at 18.8 µM. 360,000 compounds, 0.72% hits. AID 624352;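 active means inhibition of the luminescence signal of 40% or more relative to plate controls, in a single-dose primary screen at 18.75 µM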
MITF TRPM1 inh: inhibitors of MITF-driven TRPM1 promoter in melanoma cells; inhibition, % at 12.5 µM; SK-MEL-5 TRPM1 promoter luciferase, 24 h; 330,000 compounds, 0.83% hits;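 active means mean inhibition across replicates of 60% or more, whatever share of single replicates reaches that level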; further: values of inactives mirror those of a sister screen read the other way
NR2E3 ag-2: activates human photoreceptor nuclear receptor NR2E3; AID 2300; inhibition of corepressor binding, % at 4.78 µM; 320,000 compounds, 0.12% hits; GST-NR2E3/biotin-RetCOR TR-FRET, 1536-well;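 active means percent inhibition above the cutoff of mean plus 3 SD of all tested compounds, set per screening campaign, cut at about 20% in these data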;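 further: 0% = DMSO wells and 100% = biotin wells as full block of FRET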
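Material: NR2E3–RetCOR corepressor complex | Quantity: 1.35 nM GST-tagged NR2E3 final | Schedule: 5 h at 4 °C | Replication: Singlicate compound wells | Reagent: RetCOR corepressor, biotinylated, 7 nM | Controls: Biotin wells as high control, 0.6% DMSO wells as low control | Signal: TR-FRET, Eu(K)-anti-GST donor, streptavidin-D2 acceptor, ex 340, em 617/671 nm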
aDG glyco up: increases alpha dystroglycan glycosylation; 360,000 compounds, 0.22% hits; Pro5-aDG cells, alpha-DG glycosylation AlphaScreen (IIH6); 0% Pro5, 100% B10-LARGE cell signal; activation, % at 10 µM;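 active means activation of at least 8% versus controls, or a plate z-score of at least 8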;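 further: Pro5 are CHO cells carrying HIG-tagged alpha-DG that lacks glycosylation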
* hit, by the source's call; . = not tested or not shown.

nr	structure	Shn3 inh set2	KKLEB tox	NR2E3 ag-1	TWEAK-Fn14 inh	Peg3 prom inh	CF NFkB block
1	Cc1ccc(S(=O)(=O)NC2CCOC(C)(C)C2)cc1 (centres undefined)	4	1	2	-9	2	-4
2	CCCCNc1nc(-c2ccccc2)nc(-n2ccnc2)n1	6	2	-39	14	9	-17
3	COc1cccc(CNn2cnnc2)c1OCc1ccccc1F	15	14	6	-5	18	-1
4	Cc1ccc(NS(=O)(=O)c2ccc(C(=O)NCC(c3ccco3)N3CCCCC3)cc2)cc1 (centres undefined)	-10	0	2	6	-5	7
5	O=C(CNC(=O)N1CC(=O)Nc2ccccc21)Nc1cccc(F)c1	-3	0	-15	-4	2	7
6	COCc1cc(C)nc2oc(C(=O)c3ccccc3)c(N)c12	8	15	-25	-6	-37	-21
7	CCn1ncc(CNC(=O)CCCSc2nc(-c3ccco3)cc(C(F)(F)F)n2)c1C	18	-1	-14	13	23	25
8	NC(=O)C1CCN(C(=O)c2cc(S(=O)(=O)N3CCOCC3)ccc2Cl)CC1	7	-7	18	-26	10	-8
9	N#Cc1ccsc1NC(=O)CCc1ccccc1	-43	-1	-12	7	-214	3
10	CSc1ccccc1OCc1cc(C(=O)NCc2cnc(C)cn2)no1	-14	-13	-22	3	-16	4
11	COc1ccc(OC)c(NC(=O)C(CC(=O)O)Cc2ccc(Cl)cc2)c1 (centres undefined)	-1	2	-6	11	13	10
12	O=C(COC(=O)/C=C/c1cccc([N+](=O)[O-])c1)Nc1ccc(Cl)cn1	-3	7	13	-11	7	-6

nr	iPSC survival up	HIF-2a block	MITF TRPM1 inh	NR2E3 ag-2	aDG glyco up
1	3.2	21	-10	2	0.1
2	-2.8	13	-18	2	2.1
3	0.0	13	-9	3	-0.2
4	-0.3	0	5	-3	0.2
5	-0.5	5	1	-2	0.1
6	-0.4	-24	-4	0	0.1
7	2.5	0	-2	0	0.2
8	-0.4	18	4	1	0.0
9	1.9	-255	-81	1	0.0
10	-0.3	-33	-16	4	0.1
11	9.1	9	8	-1	-0.1
12	0.0	15	4	0	-0.3

Further entries
nr	structure	Shn3 inh set2	KKLEB tox	NR2E3 ag-1	TWEAK-Fn14 inh	Peg3 prom inh	CF NFkB block
13	Cc1cccc(-c2nc3c(c(=O)c4ccccc4n3C)c(=O)n2-c2ccccc2)c1	8	5	-21	-18	3	-1
14	COc1ccc(C(=O)CSc2nnc(-c3cccnc3)n2Cc2ccco2)cc1	18	5	-22	-6	-7	-19
15	Cc1cccc(N2C(=O)CSC23CCCCC3)c1	7	-10	10	12	11	10
16	Cc1ccc(S(=O)(=O)N2CCOC2CNC(=O)C(=O)NCC(C)C)cc1 (centres undefined)	-9	-22	-5	4	11	42
17	CCOC(=O)c1ncn2c1[C@@H]1CCNC1C(=O)c1cc(OC)ccc1-2 (some centres undefined)	10	7	-21	-4	8	-9
18	O=C(CN1C(=O)NC(Cc2c[nH]c3ccccc23)C1=O)NCC(F)(F)F (centres undefined)	-3	-4	14	12	7	14
19	COC(=O)c1c(C)[nH]c(C(=O)NCc2ccco2)c1C	-11	-6	-25	2	-19	3
20	COc1ccc(CC(=O)OC(C)C(=O)NCc2ccc3c(c2)OCO3)cc1OC (centres undefined)	-51	6	-2	-16	-1	-5
21	Cc1cccnc1NC(=O)c1cc2ccccc2oc1=O	-4	-7	-49	80*	-64	-1
22	CCOC(=O)c1nc(NCc2ccccc2C)c2ccccc2n1	6	2	2	16	8	9
23	O=C(Nc1ccc(-c2nc3ncccc3o2)cc1)c1ccco1	-105	6	-89	-20	-251	-7
24	CCOc1ccc(CN(CCO)CCO)cc1[N+](=O)[O-]	6	7	-31	-1	0	-12

nr	iPSC survival up	HIF-2a block	MITF TRPM1 inh	NR2E3 ag-2	aDG glyco up
13	0.1	8	-7	1	0.0
14	-0.2	15	-1	1	0.2
15	0.5	20	6	1	-0.3
16	0.6	9	11	1	-0.2
17	0.3	7	0	5	0.1
18	-0.4	15	1	2	0.1
19	0.7	-40	-9	-3	-0.1
20	0.1	6	3	0	0.0
21	-0.4	-85	-13	-3	-0.2
22	-0.3	1	-12	4	-0.2
23	1.8	-275	-101	-2	-0.3
24	-1.2	9	6	5	-0.2

Reprinted from the part before: five entries, followed by the next part.
nr	structure	Shn3 inh set2	KKLEB tox	NR2E3 ag-1	TWEAK-Fn14 inh	Peg3 prom inh	CF NFkB block
20	COc1ccc(CC(=O)OC(C)C(=O)NCc2ccc3c(c2)OCO3)cc1OC (centres undefined)	-51	6	-2	-16	-1	-5
21	Cc1cccnc1NC(=O)c1cc2ccccc2oc1=O	-4	-7	-49	80*	-64	-1
22	CCOC(=O)c1nc(NCc2ccccc2C)c2ccccc2n1	6	2	2	16	8	9
23	O=C(Nc1ccc(-c2nc3ncccc3o2)cc1)c1ccco1	-105	6	-89	-20	-251	-7
24	CCOc1ccc(CN(CCO)CCO)cc1[N+](=O)[O-]	6	7	-31	-1	0	-12
25	N#C/C(=C/c1ccc(O)cc1)C(=O)NCc1ccc(Cl)cc1	-16	6	-1	10	0	6
26	Cc1ccc(NC(=O)CN(C)C(=O)c2cccc(S(=O)(=O)N3CCc4ccccc43)c2)cc1	-2	-22	8	16	20	19
27	O=C(CS(=O)(=O)c1cccc(C(F)(F)F)c1)Nc1ccccc1Cl	-16	-2	-41	0	25	-1
28	CCOc1ccc(N2CC(C(=O)Nc3cc(Cl)ccc3-n3cncn3)CC2=O)cc1 (centres undefined)	-6	9	5	-4	-11	-3
29	CCN1CCN(C(=O)C2CC(=O)N(c3ccc(Cl)cc3)C2)CC1 (centres undefined)	2	-2	-23	-4	9	-5
30	CCOC(=O)C1=CCN(S(=O)(=O)c2ccccc2F)C1c1ccc(F)cc1 (centres undefined)	5	-14	25	9	18	5
31	CCOc1ccc2nc(NC(=O)CN3C(=O)C4CCCCC4C3=O)sc2c1 (centres undefined)	-47	-13	-56	-24	-180	-3
32	CCCCCCC(=O)N/N=C/c1ccco1	2	1	0	2	-11	-6
33	CC(CCc1ccccc1)NC(=O)C1CCN(S(=O)(=O)N2CCOCC2)CC1 (centres undefined)	14	0	-20	-13	24	13
34	CC(C)NC(=O)NC(=O)COC(=O)c1cc(S(=O)(=O)N2CCCCC2)ccc1N1CCOCC1	-4	-10	10	-2	12	0
35	COC1CCCCC1Nc1cccc(SC)c1 (centres undefined)	19	12	-22	17	5	-2
36	CN(CCCCCCCCCCN(C)C(=O)Oc1cccc([N+](C)(C)C)c1)C(=O)Oc1cccc([N+](C)(C)C)c1	-4	4	3	-5	0	12

nr	iPSC survival up	HIF-2a block	MITF TRPM1 inh	NR2E3 ag-2	aDG glyco up
20	0.1	6	3	0	0.0
21	-0.4	-85	-13	-3	-0.2
22	-0.3	1	-12	4	-0.2
23	1.8	-275	-101	-2	-0.3
24	-1.2	9	6	5	-0.2
25	0.0	4	11	-1	-0.4
26	-0.4	11	2	-1	0.1
27	-2.8	12	9	-1	0.0
28	-0.5	12	-1	-3	0.2
29	0.9	10	.	-1	0.0
30	-0.7	10	.	.	0.0
31	-0.5	-138	-35	-1	0.2
32	-1.2	0	0	3	0.3
33	-0.4	18	4	-1	0.1
34	-0.6	18	1	4	0.1
35	-0.3	-14	-5	0	-0.1
36	3.3	3	6	3	-0.1

(more compounds)
nr	structure	Shn3 inh set2	KKLEB tox	NR2E3 ag-1	TWEAK-Fn14 inh	Peg3 prom inh	CF NFkB block
37	Cc1cccc(C(=O)NC(NCc2ccco2)C(Cl)(Cl)Cl)c1 (centres undefined)	-5	-11	6	9	4	8
38	O=C(C(=O)N1CCCc2ccccc21)c1c[nH]c2ccccc12	17	-4	14	3	20	-1
39	COc1ccc2cc3cc(C(=O)NCCc4ccc(OC)c(OC)c4)oc3nc2c1	41	-4	6	66*	53*	3
40	CC(C)(O)c1cc2ccccc2c(=O)o1	4	0	11	-2	13	-11
41	CC(C)N1CCN(Cc2ccoc2)CC1CCO (centres undefined)	2	1	11	9	-15	-11
42	COc1ccc(Br)c(OC)c1C(=O)NC(=O)Nc1c(F)cccc1F	-4	-10	-39	4	3	7
43	COc1ccc(-c2noc(CN3CCCCC3)n2)cc1OC	-5	5	-15	1	-28	-17
44	CCOC(=O)Cc1csc(NC(NC(=O)CC)(C(F)(F)F)C(F)(F)F)n1	17	-2	13	-2	3	14
45	COc1ccc(C2CC(c3ccc(Br)cc3)=NN2C(=O)CCC(=O)O)cc1OC (centres undefined)	-33	-12	10	40	15	9

nr	iPSC survival up	HIF-2a block	MITF TRPM1 inh	NR2E3 ag-2	aDG glyco up
37	-0.5	4	9	-1	0.9
38	-1.8	1	19	0	0.4
39	-1.4	24	65*	2	-0.2
40	-1.6	4	1	.	0.5
41	6.9	14	-4	-1	0.4
42	0.2	20	1	-1	0.2
43	5.4	-25	-10	7	0.1
44	-1.3	6	-3	1	0.0
45	0.1	3	4	1	0.1

Bioassay records as filed in PubChem BioAssay.
